SENP8 block-1: inhibitors of human SENP8 protease | recombinant SENP8, Nedd8 substrate fluorescence | inhibition, % at 20 µM | 360,000 compounds, 0.64% hits | AID 602440; in the data active means inhibition mostly above about 40%, no sharp cut-off; inactive means mostly below about 27%
Target sequence (Q96LD8 whole entry, looked up): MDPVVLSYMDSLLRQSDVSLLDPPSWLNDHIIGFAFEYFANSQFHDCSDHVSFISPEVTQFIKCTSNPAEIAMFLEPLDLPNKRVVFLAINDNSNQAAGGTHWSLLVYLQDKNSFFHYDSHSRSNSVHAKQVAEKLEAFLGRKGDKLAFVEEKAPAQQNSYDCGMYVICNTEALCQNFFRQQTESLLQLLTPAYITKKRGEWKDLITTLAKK
SENP8 block-2: inhibitors of human SENP8 protease; Q96LD8; AID 2540; 330,000 compounds, 1.2% hits; purified SENP8, Z-RLRGG-aminoluciferin cleavage, luminescence; inhibition, % at 10 µM; in the data active means inhibition above about 50%
SENP6 inh: blocks the human protease SENP6; 330,000 compounds, 1.8% hits; Recombinant SENP6 catalytic domain, aminoluciferin luminescence; inhibition, % at 10 µM; AID 2599; Q9GZR1;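 active means inhibition above about 50% at the single tested dose, limit read from the data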;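 further: plate controls were DMSO wells with enzyme for no effect and DMSO wells lacking enzyme for full effect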
UBC13 inh: blocks human UBC13 polyubiquitin chain formation | TR-FRET | inhibition, % at 20 µM | 330,000 compounds, 0.47% hits | AID 485273; in the data active means inhibition above about 45%, passing the limit was not always enough
HKDC1 inh: HKDC1 (human) hexokinase inhibition | 340,000 compounds, 0.16% hits | recombinant HKDC1, G6PDH/diaphorase resazurin coupled fluorescence | inhibition, % at 20 µM;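 active means inhibition above about 35% when tested at 20 µM, limit read from the data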;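 further: plate controls were DMSO wells with enzyme for no effect and DMSO wells lacking enzyme for full effect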
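Incubation: 90 min at room temperature in dark / Material: recombinant HKDC1 (HK5) hexokinase enzyme, produced in-house / Quantity: enzyme 5 µg/mL final / Compound: one dose of 20 µM, 1% DMSO / Reagent: glucose and ATP substrates / Buffer or medium: Tris pH 8.0 buffer with MgCl2, Tween-20, BSA, BME / Technique: resorufin fluorescence at 613 nm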
MIN6 prolif: MIN6 beta-cell proliferation induction | MIN6 cells proliferation, ATPlite luminescence, 48 h; cells starved in 0.2% serum; 100% = growth in 10% serum | proliferation, % at 10 µM | 330,000 compounds, 0.29% hits;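 active means compounds whose signal lies at least 3.5 SD above the mean of all wells on their plate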;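 further: 0% = DMSO-treated cells in low-serum medium and 100% = 10% serum control; some compounds called inactive have numbers as strong as hits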
SENP1 FRET inh: inhibitors of human SENP1 SUMO protease catalytic domain | Q9P0U3 | 360,000 compounds, 0.21% hits | recombinant SENP1 catalytic domain, CyPet-SUMO1-YPet FRET cleavage | inhibition, % at 10 µM;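 active means inhibition at least 30% at 10 µM, raw YFP signal under a set limit, fluorescence ratio 0.5 to 1.5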;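 further: 0% = enzyme with DMSO and 100% = no enzyme wells; some results filed as inactive read as strong as hits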
Target sequence (Q9P0U3 419-644 limits assumed): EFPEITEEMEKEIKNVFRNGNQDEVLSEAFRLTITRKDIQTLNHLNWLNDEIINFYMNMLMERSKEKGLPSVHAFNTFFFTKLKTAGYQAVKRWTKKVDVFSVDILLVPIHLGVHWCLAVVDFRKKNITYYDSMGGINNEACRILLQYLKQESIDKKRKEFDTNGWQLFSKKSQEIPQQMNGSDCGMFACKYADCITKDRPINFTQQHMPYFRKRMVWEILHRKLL
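Assay system: hSENP1 catalytic domain, recombinant. Amount: SENP1 enzyme, 20 pM final. Schedule: 50 min reaction, RT, dark. Technique: FRET, CFP and YFP emission. Control set: no-enzyme wells low, DMSO-plus-enzyme wells high control.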
PfG6PD inh: PfG6PD (Plasmodium falciparum) enzyme inhibition. PfGluPho enzyme, NADPH resazurin-diaphorase fluorescence. inhibition, % at 20 µM. 350,000 compounds, 0.78% hits;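 active means inhibition reaching at least a set limit at 20 µM in the primary screen, cut at about 59% in these data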;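 further: 0% = DMSO wells with substrate and 100% = DMSO wells lacking glucose-6-phosphate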
SENP7 block: inhibitors of human SENP7 protease; Q9BQF6; recombinant SENP7, Z-RLRGG-aminoluciferin luminescence, 40 min; inhibition, % at 5 µM; 330,000 compounds, 1.5% hits;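 active means inhibition above about 50% at the single test dose, limit read from the data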;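 further: plate controls were DMSO with enzyme for no effect and no enzyme buffer wells for full effect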
Target sequence (Q9BQF6 706-1050 limits assumed): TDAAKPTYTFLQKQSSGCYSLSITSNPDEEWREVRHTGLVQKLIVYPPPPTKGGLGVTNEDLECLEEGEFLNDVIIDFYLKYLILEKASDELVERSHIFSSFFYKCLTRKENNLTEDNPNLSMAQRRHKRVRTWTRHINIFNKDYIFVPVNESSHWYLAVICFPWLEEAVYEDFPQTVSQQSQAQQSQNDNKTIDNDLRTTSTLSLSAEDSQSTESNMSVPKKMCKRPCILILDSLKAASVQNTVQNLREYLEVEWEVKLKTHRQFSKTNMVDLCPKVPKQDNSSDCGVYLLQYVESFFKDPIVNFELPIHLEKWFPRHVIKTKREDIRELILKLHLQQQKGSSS
An asterisk follows results filed as active; / = no result given.

Structure	SENP8 block-1	SENP8 block-2	SENP6 inh	UBC13 inh	HKDC1 inh	MIN6 prolif	SENP1 FRET inh	PfG6PD inh	SENP7 block
CSc1nnc2n(-c3ccccc3)c(=O)c3c4c(sc3n12)CCC4	12	-9	7	-3	4	-3	-2	15	-5
COCCSc1nnc(NC(=O)C2CCCCC2)s1	17	-8	-22	-3	-2	-3	2	-12	-9
CC(C)CNC(=O)c1cccc(NC(=O)Cc2ccc(Cl)cc2)c1	14	8	7	2	-3	-1	3	-21	9
CCCCC(CC)C(=O)Nc1cc(C(=O)NCc2ccc(C)cc2)ccc1N1CCC2(CC1)CC(c1ccccc1)=NO2 (stereo not drawn)	-4	-1	-9	-45	3	-4	1	-12	-2
O=C(NCCCn1ccnc1)Nc1ccc(Cl)cc1Cl	10	0	-14	-8	4	-1	2	3	-4
CN(Cc1cccs1)c1ncnc2sccc12	2	5	11	5	4	-3	-22	8	4
COc1ccc(NC(=O)c2cc(S(=O)(=O)NCC3COc4ccccc4O3)ccc2F)cc1 (stereo not drawn)	33	-9	-8	4	-1	-5	2	0	3
Nc1ccc(Cc2ccc(N)c(C(=O)O)c2)cc1C(=O)O	-64	-5	-19	2	-9	-2	1	-11	-2
O=C(CSc1nnc(-c2ccccc2)n1-c1ccc(Cl)cc1)NNC(=S)Nc1ccccc1	8	-12	-9	-13	-13	5	-1	2	-9
CC(=O)c1ccc(S(=O)(=O)N2CCN(CCOc3ccccc3)CC2)cc1	7	0	-13	-8	-5	4	3	-1	4
Cc1cccc(N2C(=O)/C(=C\c3ccc(OC(F)F)cc3)c3ccccc3C2=O)c1	10	0	28	-11	25	0	-26	0	17
CCN(CC)CCOc1ccccc1C(C)=O	-13	-6	-11	2	-4	0	0	-20	-10
O=S(=O)(c1ccc(-c2nnc(SCc3nnc(-c4ccccc4)o3)o2)cc1)N1CCCC1	11	1	-3	6	9	-3	3	-24	7
c1ccc(Oc2cccc(OCCCCN3CCCC3)c2)cc1	17	0	-9	10	-14	-3	-2	-15	6
COc1cc(/C=C2\SC(=S)N(CC(=O)Nc3ccc(O)cc3)C2=O)cc(OC)c1OC	21	/	/	/	-6	/	3	8	/
O=C(Nc1ccc(N2CCCCC2)c(S(=O)(=O)Nc2ccccc2Cl)c1)c1cccnc1	8	11	5	0	-1	-7	1	26	-2
O=C(C[n+]1ccc(/C=N/O)cc1)N1CCCCC1	10	-3	-25	5	-3	-2	-1	-17	5
CCN(CC)c1ccc(C(=O)NC(=S)Nc2cc(S(=O)(=O)N3CCOCC3)ccc2-n2cncn2)cc1	-86	-2	9	19	-6	0	-2	-3	3
CCOc1ccc(C(CC(=O)O)NC(=O)CCCOc2ccc(Cl)cc2C)cc1 (stereo not drawn)	3	8	-1	-2	-13	3	-3	-21	5
COCCNC(=O)c1cc(C(=O)CC(C)C)c[nH]1	15	4	18	-3	-10	-4	0	5	14
COc1ccc(NC(=O)C2CCCN(C(=O)Nc3ccc(OC)cc3)C2)cc1 (stereo not drawn)	23	-9	0	-8	-4	-6	-1	-4	-11
COc1ccc(C(=O)Nn2c(SCC(=O)NCC3CCCO3)nc3ccccc3c2=O)cc1 (stereo not drawn)	20	18	23	58*	-1	-5	2	-26	-3
Brc1ccc(C2C3=C(Nc4ncnn42)c2ccccc2OC3c2ccncc2)cc1 (stereo not drawn)	-241	-15	-5	6	10	-5	-1	83*	0
Cc1nn(-c2ccccc2)c(C)c1C(=O)OCC(O)=C(C#N)c1nc2ccccc2[nH]1	-98	/	/	/	-2	/	-71	-24	/
COc1ccc(NC(=O)N2CCN(S(C)(=O)=O)CC2)cc1OC	15	1	-6	-6	-7	-1	0	11	0
CC[C@@]1(C(=O)OC)N[C@H](CN(C)C(=O)NC(C)C)[C@@H]2C(=O)N(Cc3ccccc3)C(=O)[C@@H]21	10	-5	-11	-13	-8	-2	2	-8	-9
COc1ccc(CCC(=O)NNC(=O)Nc2ccc(OC)c(OC)c2)cc1	4	2	13	-2	-5	5	1	11	0
Cn1nc(-c2ccc(OCC(=O)NCC3CCCO3)cc2)c2ccccc2c1=O (stereo not drawn)	22	0	13	6	-3	3	1	4	0
CC(C)NC(=O)CSc1nc(-c2ccccc2)cs1	-1	/	/	/	8	/	2	-2	/
CC(Sc1nnc(COc2ccccc2)n1-c1ccccc1)C(=O)O (stereo not drawn)	6	-5	-17	-4	-3	3	0	-12	-6
O=C(Nc1cccc(Cl)c1N1CCCC1)c1ccc(Br)o1	7	-10	-7	-11	4	-6	1	-9	-1
CCC(C)c1ccc(NC(=O)COC(=O)CCNS(=O)(=O)c2cccs2)cc1 (stereo not drawn)	20	-1	-7	10	5	7	3	20	2
O=C(CSc1nnc(-c2cccs2)n1CC1CCCO1)c1cc2ccccc2o1 (stereo not drawn)	-48	3	13	-8	-1	0	-9	17	12
COc1ccc(CC2(CO)CCN(Cc3c(C)nn(C(C)C)c3C)CC2)cc1	11	0	2	1	4	-1	0	-7	1
Cc1ccc2oc(=O)c3cc(C(=O)NCc4ccco4)sc3c2c1	-114	3	-20	-9	-3	-3	-3	11	0
CCOCC(=O)Nc1ccc2c(c1)N(S(=O)(=O)c1cccs1)CCC2	19	12	4	1	-3	0	0	36	3
CC(O)CN(CCC(N)=O)CCC(N)=O (stereo not drawn)	19	-2	-8	-10	-5	-3	3	-1	-7
CCCNC(=O)Cn1nc(C(F)(F)F)c2c1CCC2	12	-3	-19	-6	2	-3	0	10	-14
O=C(NCc1ccco1)c1cnn2c1NC(c1ccccc1)CC2C(F)(F)F (stereo not drawn)	26	-1	-5	-1	-6	-2	-2	19	14
CCC1COCCS(=O)(=O)N1Cc1ccccc1C (stereo not drawn)	18	-6	-11	-10	-5	4	3	12	-12
CC(=O)Nc1ccc(C(=S)NCC2(N(C)C)CCCCC2)cc1	-35	-4	-28	-5	11	4	-11	-1	7
CCOc1ccc2nc(NC(=O)Nc3cccs3)sc2c1	-5	57*	68*	12	0	-5	1	15	40
COc1ccc(CCNC(=O)CSc2ccsc2[N+](=O)[O-])cc1OC	17	2	-1	2	0	2	2	3	-3
O=C(Oc1nsnc1N1CCOCC1)N1CCCC1	0	-11	0	-12	-5	-2	1	-4	-4
CCOc1cc(S(=O)(=O)Nc2ccc(CC)cc2)ccc1Cl	20	7	-5	9	-2	-6	0	27	3
CC(C)(C)S(=O)(=O)/C(C#N)=N/Nc1ccc(C#N)cc1	21	-7	-10	-5	10	-2	-1	-19	4
COc1ccc(OC)c(NC(=O)C2CCC(CNc3c(N4CCOCC4)c(=O)c3=O)CC2)c1 (stereo not drawn)	13	2	6	26	9	-3	4	-5	10
Cc1nn(-c2ccccc2)c(C)c1C(=O)OCC(=O)N1CCN(S(=O)(=O)c2ccccc2)CC1	26	-12	-28	-4	2	-4	2	3	-9
COC(=O)CSc1ccc(C#N)c(SCC(=O)OC)c1	-24	-13	-11	-8	-3	-4	1	-10	-4
CCOC(=O)c1ccccc1NC(=O)Cn1c(=O)n(Cc2ccccc2)c(=O)c2c(C)c(C)sc21	14	-8	-2	-8	14	-2	-1	-7	5
CCCC(=O)Nc1nnc(Cc2ccccc2)s1	14	10	3	-2	-6	0	-1	23	-2
O=C(c1ccccc1)c1n[nH]c(-c2ccccc2)cc1=O	16	-2	1	-5	-42	5	1	-3	-3
COc1ccc(NC(=O)CSc2nnc(Cc3cccn3C)n2CCc2ccccc2)c(OC)c1	5	-6	-5	-12	-1	-1	2	-19	-9
Cc1ccc(-n2nc(-c3ccco3)cc2C(=O)NCc2cccnc2)cc1	-26	-1	-3	-15	9	0	-6	38	0
Clc1ccc(CNc2ccccn2)cc1	12	-4	-15	5	1	-3	-1	-3	-1
O=C(CSc1nnc(CNC(=O)c2c(F)cccc2F)o1)NCc1ccccc1	8	12	-25	-11	1	-2	1	9	-2
CCC(C)(C)n1nnnc1C(c1ccc(OC)c(OC)c1)N1CCN(c2cccc(OC)c2)CC1 (stereo not drawn)	26	-5	-12	-8	-6	2	1	-11	-8
Cc1ccc(S(=O)(=O)NCCC(c2ccccc2)c2ccco2)cc1 (stereo not drawn)	6	-4	-4	2	-4	-4	3	-1	7
CCCNC(=S)N1CC2(C)CN(C(=O)C(=O)OCC)CC(C)(C1)C2=O	6	6	7	3	-3	0	0	-11	-2
COc1ccc(OCc2cc(C(=O)N(C)Cc3nnc(C)o3)no2)c(Cl)c1	14	-5	1	6	-3	-5	1	8	-2
C=CCOc1cccc(C(=O)NC(c2ccccc2)C(C)C)c1 (stereo not drawn)	9	-2	-4	-24	-3	0	2	7	-7
COc1ccc(-c2oc3ccc(-c4ccc5c(c4)OCO5)cc3c2-c2ccc(OC)nc2)cc1	-494	3	0	40	-1	-5	1	11	3

Sorted by SMILES length (highest first): some entries from above.
Structure	SENP8 block-1	SENP8 block-2	SENP6 inh	UBC13 inh	HKDC1 inh	MIN6 prolif	SENP1 FRET inh	PfG6PD inh	SENP7 block
CCCNC(=S)N1CC2(C)CN(C(=O)C(=O)OCC)CC(C)(C1)C2=O	6	6	7	3	-3	0	0	-11	-2
O=C(CSc1nnc(CNC(=O)c2c(F)cccc2F)o1)NCc1ccccc1	8	12	-25	-11	1	-2	1	9	-2
COC(=O)CSc1ccc(C#N)c(SCC(=O)OC)c1	-24	-13	-11	-8	-3	-4	1	-10	-4
